ATG4B inhibitor = ATG4B (human) cysteine protease inhibition; ATG4B cleavage of LC3-PLA2, NBD-HPC fluorescence, 1 h; 340,000 tested, 0.51% active; AID 504462; inhibition, % at 8.33 µM; in the data active means inhibition above about 40%
CXCR6 inh = blocks human CXCR6 beta-arrestin recruitment. CHO-K1 PathHunter CXCR6 beta-arrestin, luminescence. inhibition, % at 20 µM. O00574. 360,000 tested, 0.36% active. AID 602244; in the data active means inhibition above about 34%, passing the limit was not always enough;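 further: antagonist mode with CXCL16 agonist at 10 nM final; 0% = 10 nM CXCL16 with DMSO and 100% = unstimulated wells without agonist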
Target sequence (O00574 whole entry, looked up): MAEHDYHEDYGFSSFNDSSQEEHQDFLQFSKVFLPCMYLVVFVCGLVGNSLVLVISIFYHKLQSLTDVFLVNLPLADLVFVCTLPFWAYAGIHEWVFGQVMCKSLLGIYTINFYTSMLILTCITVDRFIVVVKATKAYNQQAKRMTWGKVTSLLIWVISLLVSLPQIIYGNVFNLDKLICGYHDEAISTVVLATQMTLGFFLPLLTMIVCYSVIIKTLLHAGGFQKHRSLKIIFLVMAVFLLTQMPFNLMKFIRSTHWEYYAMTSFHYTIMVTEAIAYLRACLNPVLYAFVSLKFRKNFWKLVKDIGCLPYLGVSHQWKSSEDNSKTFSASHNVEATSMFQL
EBI2 antag = blocks human EBI2 receptor beta-arrestin signaling; P32249; EBI2 beta-arrestin recruitment, luminescence, 7a,25-OHC stimulated; inhibition, % at 5 µM; 360,000 tested, 0.81% active; AID 651636; in the data active means inhibition above about 38%;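 further: enzyme fragment complementation signal reports receptor beta-arrestin coupling in cells; 0% = agonist plus DMSO wells and 100% = wells without agonist; some results beyond the cut were filed as inactive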
APJ antagonist = APJ receptor antagonism. P35414. CHO-K1 APJ beta-arrestin complementation, luminescence. inhibition, % at 20 µM. 330,000 tested, 0.32% active;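 active means inhibition above about 40% at 20 µM, limit read from the data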;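 further: cells challenged with 10 nM apelin-13 agonist together with compound; plate controls were apelin-13 plus DMSO wells for no effect and DMSO wells lacking apelin-13 for full effect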
Gli-Sufu antag = antagonists of Gli-Sufu signaling | Sufu-KO-LIGHT fibroblasts, Gli luciferase reporter luminescence | inhibition, % at 5 µM | 340,000 tested, 0.74% active;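 active means inhibition above about 55%, limit read from the data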;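 further: 0% = DMSO-treated cells and 100% = wells with medium but no cells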
CCR6 antag = antagonists of human CCR6 receptor; CHO-K1 CCR6 PathHunter beta-arrestin, luminescence, CCL20-stimulated; inhibition, % at 20 µM; 340,000 tested, 0.49% active; AID 493098;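 active means compounds whose inhibition of the agonist-driven luminescence signal at 20 µM reaches about 50%, limit read from the data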;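 further: cells stimulated with CCL20 at 14 nM final; plate controls were DMSO with CCL20 for no effect and DMSO without agonist for full effect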
Target sequence (P51684 whole entry, looked up): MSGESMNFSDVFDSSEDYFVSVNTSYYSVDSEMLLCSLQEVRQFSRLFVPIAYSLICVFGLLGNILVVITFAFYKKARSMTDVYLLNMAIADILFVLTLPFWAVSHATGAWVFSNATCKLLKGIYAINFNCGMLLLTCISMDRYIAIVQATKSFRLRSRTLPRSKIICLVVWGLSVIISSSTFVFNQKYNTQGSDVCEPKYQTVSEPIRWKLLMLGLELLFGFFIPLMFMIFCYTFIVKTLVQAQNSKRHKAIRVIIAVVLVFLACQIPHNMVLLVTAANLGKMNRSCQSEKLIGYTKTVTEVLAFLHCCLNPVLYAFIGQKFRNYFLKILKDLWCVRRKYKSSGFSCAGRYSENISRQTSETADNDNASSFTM
UBC13 polyUb = human UBC13 polyubiquitination inhibition; P61088; UBC13 polyubiquitin chain formation, TR-FRET; inhibition, % at 20 µM; 330,000 tested, 0.47% active; AID 485273; in the data active means inhibition above about 45%, passing the limit was not always enough
Target sequence (P61088 whole entry, looked up): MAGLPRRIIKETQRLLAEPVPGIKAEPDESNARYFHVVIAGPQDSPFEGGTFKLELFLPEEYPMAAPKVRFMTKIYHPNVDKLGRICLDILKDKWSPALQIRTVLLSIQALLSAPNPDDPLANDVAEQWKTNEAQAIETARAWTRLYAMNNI
APJ ag = activates the human apelin receptor APJ; P35414; CHO-K1 APJ PathHunter beta-arrestin, luminescence; 0% DMSO wells, 100% apelin; activation, % at 20 µM; 330,000 tested, 0.11% active;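 active means activation more than six SD over the plate average, tested at 20 µM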;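 further: 0% = DMSO alone and 100% = apelin-13 at 10 nM; some results filed as inactive read as strong as hits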
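Test system: CHO-K1 APJ beta-arrestin complementation cell line. Amount: cell density 1000 per well. Controls: DMSO negative, 10 nM Apelin-13 positive. Signal: luminescent beta-gal fragment complementation, chemiluminescent substrate. Read-out basis: agonist-driven arrestin binding to APJ. Timing: compound stimulation 90 min at 25 °C, detection 60 min.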
The depositor's hits bear a star; / = no result given. Rows are unselected. About 3% of those tested had a hit in this group.

SMILES	ATG4B inhibitor	CXCR6 inh	EBI2 antag	APJ antagonist	Gli-Sufu antag	CCR6 antag	UBC13 polyUb	APJ ag
C=CCNS(=O)(=O)c1cc(S(=O)(=O)NCC=C)c(OC)cc1OC	-1	-10	-3	10	2	-3	2	1
CC(C)C(NC(=O)C1CCCCC1)C(=O)NCc1ccccn1 (configuration not stated)	-6	2	3	14	-7	1	3	-4
COc1ccc(NC(=O)CN(c2ccc(C)cc2)S(=O)(=O)c2c(C)nn(C)c2C)cc1OC	-8	5	2	12	0	2	-5	0
CC(C)Cc1cc(C(=O)Nc2sc3c(c2C#N)CCC3)no1	19	13	-2	17	7	8	-4	-1
CCCN(CC1CCCO1)C(=O)CCc1nnc(CCc2ccc(OC)cc2)o1 (configuration not stated)	-2	-1	-14	8	-4	9	0	-3
Cc1c(NC(=O)Nc2cccs2)cccc1[N+](=O)[O-]	28	2	-2	14	30	15	8	-3
COc1ccc(C2C3=C(CC(C)(C)CC3=O)OC(N)=C2[N+](=O)[O-])cc1 (configuration not stated)	-3	-7	-8	11	-5	10	-12	-2
O=C(c1ccc(Cl)c([N+](=O)[O-])c1)N1CCN(C(=O)c2ccco2)CC1	-6	-10	1	16	-10	-12	-10	-3
COCCOC(=O)C1=C(C)NC2=C(C(=O)CC(c3cccs3)C2)C1c1ccsc1 (configuration not stated)	4	26	15	-2	8	47	-2	-3
Cc1ccccc1/[N+]([O-])=C/c1ccncc1	11	-6	1	26	-9	-4	-3	1
C=CCOC(=O)Nc1c(C(=O)OC)[nH]c2ccccc12	1	-2	-7	-12	0	4	1	-2
O=C(NCc1ccccc1)C1C(=O)N(Cc2ccccc2)C(=O)C1C1(O)CCCC1 (configuration not stated)	0	-3	-2	2	-22	4	1	-6
O=C(C1CCCC1)N1CCC(CO)(Cc2ccccc2Cl)CC1	3	-4	8	14	5	-1	2	1
Cn1c(=O)c2c(nc(SCCN3CCOCC3)n2Cc2ccccc2)n(C)c1=O	-3	-7	4	14	6	6	0	-3
CCCN(c1nc(C)cc(OC)n1)S(=O)(=O)c1ccccc1	-7	7	-1	13	11	19	3	-6
C/C(=C1\SC(N2CCOCC2)=NC1=O)c1ccc(C)cc1	-9	-3	3	5	3	19	-4	0
CCOC(=O)COc1ccc(Br)cc1/C=C1\SC(N)=NC1=O	-7	-12	-5	-2	3	17	-6	-3
O=C(c1cc(COc2c(F)cccc2F)on1)N1CCC(c2ccccc2F)C1 (configuration not stated)	29	-1	5	-4	-13	3	0	3
Cc1ccccc1N(C)C(=O)C1CCCN(c2ncnc3c2nc2n3CCCCC2)C1 (configuration not stated)	8	-3	-4	9	23	-1	-5	-1
COc1ccc2c(c1)c1nc3ccccc3nc1n2CC(=O)OC(C)C	-2	-2	10	3	16	14	-7	-3
COc1ccc(CC(=O)NNS(=O)(=O)c2ccc(F)cc2)cc1	2	-2	-6	-3	11	4	1	-1
CCOc1ccc(C(=O)NCCCN2CCOCC2)cc1OCC	-10	-10	-2	-11	0	1	6	0
COc1ccc(OCC(O)CN(C)C(=O)/C=C/c2cccc([N+](=O)[O-])c2)cc1 (configuration not stated)	9	-4	-6	4	-14	-1	4	-2
O=S(=O)(c1ccc(NCCOCCO)nc1)N1CCCCC1	-11	-8	0	-3	-5	-3	1	-3
CC(=O)NC1=NN(C(C)=O)C(C)(c2cccc([N+](=O)[O-])c2)S1 (configuration not stated)	-5	1	-6	-2	2	-2	8	-1
O=C(NC12CC3CC(CC(C3)C1)C2)c1ccc(=O)oc1	2	-7	-2	17	-31	20	-9	1
Cn1c(N)c(C(=O)COC(=O)C2(c3ccccc3F)CCCC2)c(=O)n(C)c1=O	-11	-2	9	-14	-5	-11	12	-3
COc1ccc2nc(-c3cccc(N)c3)[nH]c2c1	0	-16	-1	6	-59	-12	7	-1
CC1CCN(S(=O)(=O)c2ccc(NC(=O)C3CC3)cc2)CC1	-2	-5	5	4	-28	1	-2	-4
Cc1nc2cccc(C)n2c(=O)c1Cl	-5	-7	0	1	56*	1	2	-1
O=C(CSc1c(Cl)cccc1Cl)NC1CCCc2ccccc21 (configuration not stated)	5	-2	9	-16	8	11	-8	-2
CCCN(C(=O)/C=C/c1ccco1)c1c(N)n(Cc2ccccc2)c(=O)[nH]c1=O	-2	2	-1	2	6	5	-2	-3
CS(=O)(=O)N(CC(=O)N/N=C/c1cccs1)c1cccc(Cl)c1Cl	-4	-7	1	0	2	-8	3	0
O=C(NCc1ccncc1)c1cc(F)c(F)cc1Cl	3	2	0	4	-7	2	7	0
O=c1cc2[nH]c3ccccc3c(=O)n2nc1-c1ccccc1	-6	-10	3	-51	-1	-18	4	8
Cc1ccc(/C=c2\sc3nc(-c4ccccc4Br)nn3c2=O)o1	48*	-5	0	1	1	29	2	0
O=C(CC1C(=O)NCCN1Cc1ccccc1C(F)(F)F)NCCN1CCOCC1 (configuration not stated)	17	5	-17	4	-3	1	3	-2
CCOC(=O)c1sc2nc(CSc3ccccc3)nc(N3CCCN(C)CC3)c2c1C	-3	-10	21	9	45	13	39	-3
COc1ccc(CCNC(=O)CSc2nnc3ccc(-c4ccccn4)nn23)cc1OC	-9	-27	7	-16	-7	-4	2	5
Cc1cc(C)c(O)c(-c2cc(C(=O)Nc3cccnc3)[nH]n2)c1	-11	3	5	-9	-27	-12	-8	-6
O=C(NCCc1cccc(C(F)(F)F)c1)C1CCC(=O)N(Cc2ccc(Cl)cc2)C1 (configuration not stated)	8	2	19	-54	11	6	2	1
Cn1nnnc1SCC(=O)N1CCc2ccccc21	-5	-13	4	6	-5	-8	3	-3
CN(CC(=O)Nc1cccc(F)c1)C(=O)C1=COCCO1	-2	-3	-4	0	-13	-4	-1	-4
O=C(COc1cccc(Br)c1)Nc1ccc(Cl)c(S(=O)(=O)N2CCOCC2)c1	-15	-5	3	-8	12	6	13	-1
Oc1sc(C=Nc2ccc(F)cc2)c2ccccc12	-9	0	2	-30	-27	8	-9	12
CC(CN1CCCCC1)OC(=O)c1cccc(F)c1 (configuration not stated)	5	-1	-1	16	-9	10	0	-1
COc1ccccc1C(=O)NC(=O)COC(=O)c1nc(Cl)ccc1Cl	2	-7	10	9	-3	6	8	12
Oc1ccccc1C=NC1CCCCC1N=Cc1ccccc1O (configuration not stated)	28	11	-2	-15	-5	5	-1	1
Cc1cnc(NC(=O)c2c(-c3ccccc3)noc2C)s1	-4	-3	-6	8	2	4	-3	-1
CCc1ccc(Oc2coc3cc(OCC(=O)Nc4cc(C)ccc4C)ccc3c2=O)cc1	-5	-5	52*	15	1	2	1	4
O=C(N/N=C1/CCS(=O)(=O)c2ccc(F)cc21)c1cccnc1	-1	3	-3	3	14	-5	5	4
CCOC(=O)N1CCN(C(=O)c2cnn3c(C)c(Cc4ccc(C)cc4)c(C)nc23)CC1	-5	-2	-2	-12	6	2	-8	2
Cc1cc(C)cc(NC(=O)CSc2nc3[nH]c(=O)cc(O)c3s2)c1	-9	6	3	2	-9	15	-10	0
Cn1cccc1CC(=O)N/N=C/C=C/c1ccccc1	1	-4	26	0	-29	21	10	-3
CCc1ccc(NC(=O)CS(=O)CC(=O)NC(C)CCc2ccco2)cc1 (configuration not stated)	-14	-9	2	-7	-5	9	4	-2
Cc1c(-c2ccccc2)cnc2c(C)cccc12	-4	-13	-8	-20	-9	12	-1	-3
CCCc1cc(N2CCCC(C(=O)Nc3cc(Cl)ccc3OC)C2)n2ncnc2n1 (configuration not stated)	-8	1	-10	12	10	1	23	-5
CN(C)CCCn1cnc2c1c(=O)[nH]c(=O)n2Cc1ccccc1	6	7	8	0	5	6	-11	-1
Cc1ccc(S(=O)(=O)NCC(=O)NCC(=O)OCC(=O)NC(=O)NC(C)(C)C)cc1C	-9	2	-7	5	-1	-4	-1	-1
CNS(=O)(=O)c1cc(OC)c(OC)cc1CC(=O)OC	-4	3	1	4	-12	10	-3	0

Looked up above.
CCR6 antag with O=C(NC12CC3CC(CC(C3)C1)C2)c1ccc(=O)oc1 is entered as 20
EBI2 antag with COCCOC(=O)C1=C(C)NC2=C(C(=O)CC(c3cccs3)C2)C1c1ccsc1 (configuration not stated) is entered as 15

6 entries from above, sorted by their value in ATG4B inhibitor, lowest first.
SMILES | ATG4B inhibitor | CXCR6 inh | EBI2 antag | APJ antagonist | CCR6 antag | UBC13 polyUb | APJ ag
O=S(=O)(c1ccc(NCCOCCO)nc1)N1CCCCC1 | -11 | -8 | 0 | -3 | -3 | 1 | -3
O=C(NCc1ccccc1)C1C(=O)N(Cc2ccccc2)C(=O)C1C1(O)CCCC1 (configuration not stated) | 0 | -3 | -2 | 2 | 4 | 1 | -6
Cn1cccc1CC(=O)N/N=C/C=C/c1ccccc1 | 1 | -4 | 26 | 0 | 21 | 10 | -3
CN(C)CCCn1cnc2c1c(=O)[nH]c(=O)n2Cc1ccccc1 | 6 | 7 | 8 | 0 | 6 | -11 | -1
Cc1ccccc1/[N+]([O-])=C/c1ccncc1 | 11 | -6 | 1 | 26 | -4 | -3 | 1
O=C(CC1C(=O)NCCN1Cc1ccccc1C(F)(F)F)NCCN1CCOCC1 (configuration not stated) | 17 | 5 | -17 | 4 | 1 | 3 | -2

The main list resumes, repeating the three entries before the break.
SMILES	ATG4B inhibitor	CXCR6 inh	EBI2 antag	APJ antagonist	Gli-Sufu antag	CCR6 antag	UBC13 polyUb	APJ ag
CN(C)CCCn1cnc2c1c(=O)[nH]c(=O)n2Cc1ccccc1	6	7	8	0	5	6	-11	-1
Cc1ccc(S(=O)(=O)NCC(=O)NCC(=O)OCC(=O)NC(=O)NC(C)(C)C)cc1C	-9	2	-7	5	-1	-4	-1	-1
CNS(=O)(=O)c1cc(OC)c(OC)cc1CC(=O)OC	-4	3	1	4	-12	10	-3	0
CC1Cc2ccccc2N1C(=O)CN1CCc2ccccc2C1 (configuration not stated)	0	-6	3	6	-1	12	7	-3
CCOC(=O)C1Nc2ccccc2C2c3ccccc3CC12 (configuration not stated)	-10	-3	-2	13	5	10	-2	-4
COc1ccc(NC(=O)CN(C)C(=O)c2cccc(S(=O)(=O)N3CCN(c4ccc(F)cc4)CC3)c2)cc1	-53	0	12	/	16	16	/	/
O=C(Nc1ncc(Cc2ccccc2Cl)s1)C1=NCCN1	-3	17	-16	3	28	7	-19	-5
Cc1ccccc1NC(NC(=O)OCCn1c([N+](=O)[O-])cnc1C)C(Cl)(Cl)Cl (configuration not stated)	-6	8	4	0	-4	15	1	3
COc1cc(NC(=O)CN2C(=O)NC(C)(c3ccc4ccccc4c3)C2=O)c(C)cc1[N+](=O)[O-] (configuration not stated)	-2	-9	9	-2	22	9	-16	-1
O=C(NCC(=O)N1CCN(Cc2ccccc2)CC1)c1ccc(Cl)cc1	-3	-11	-7	-5	-5	8	9	-10
O=C(CCNS(=O)(=O)c1ccc(Cl)cc1)NCc1ccccn1	1	34	-1	-13	-2	-15	-3	-6
O=C1CC(SC(=Nc2ccccc2)Nc2ccccc2)C(=O)N1c1cccc(Cl)c1 (configuration not stated)	-4	8	1	10	-22	8	8	-2
CSc1ncccc1C(=O)Nc1ccc(C)cn1	5	-6	-9	21	-29	-2	4	-4
CCOC(=O)C1CCN(C(=O)CS(=O)Cc2nc(-c3ccc(C)cc3)oc2C)CC1 (configuration not stated)	-2	-11	-1	14	-12	3	-2	0
S=C(NCCc1ccccc1)Nc1cnc2ccccc2c1	-13	-1	-7	3	-37	4	4	-2
CCN(CC)C(=O)c1ccc2nc3ccccc3nc2c1	-8	6	1	3	-10	12	-9	-2
O=C(Nc1ccccn1)c1cccnc1	-2	0	2	-10	-10	-3	-8	-3
O=C(Cn1ncc(Cl)c(Cl)c1=O)NC1CCS(=O)(=O)C1 (configuration not stated)	8	0	8	-12	-7	-5	-12	-2
O=C(CCl)Nc1cccn2ncnc12	16	-5	-5	0	-40	2	-1	-1
COc1ccc(NC(=O)c2cn(C)c(=O)c3cc(OC)c(OC)cc23)cc1OC	-8	-3	-9	0	10	6	3	-2
CC(OC(=O)Cc1c[nH]c2ccccc12)C(=O)NC1CCCCC1C (configuration not stated)	-66	-2	3	9	3	0	5	1
CCN1CCCC1CNC(=O)C(=O)Nc1ccccc1 (configuration not stated)	0	3	-11	15	16	-8	17	-3

Screening data as filed in PubChem BioAssay.
